Bioassay records (PubChem)
pCIP destab – p/CIP-EGFP fusion destabilizers, primary screen, fluorescence, F442A cells. Q05BA5. 16 h. decrease of EGFP signal, % at 10 µM. 0.01% of 290,000 active. AID 1984, 2009;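 active = EGFP signal decrease of at least 30% at 10 µM or well 3 SD below plate mean, unless failing retest; inactive = the rest, including hits failing retest or dose response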; note: some compounds called inactive have numbers as strong as hits; many of its hits are not listed in these tables
Target sequence (Q05BA5 1-1403): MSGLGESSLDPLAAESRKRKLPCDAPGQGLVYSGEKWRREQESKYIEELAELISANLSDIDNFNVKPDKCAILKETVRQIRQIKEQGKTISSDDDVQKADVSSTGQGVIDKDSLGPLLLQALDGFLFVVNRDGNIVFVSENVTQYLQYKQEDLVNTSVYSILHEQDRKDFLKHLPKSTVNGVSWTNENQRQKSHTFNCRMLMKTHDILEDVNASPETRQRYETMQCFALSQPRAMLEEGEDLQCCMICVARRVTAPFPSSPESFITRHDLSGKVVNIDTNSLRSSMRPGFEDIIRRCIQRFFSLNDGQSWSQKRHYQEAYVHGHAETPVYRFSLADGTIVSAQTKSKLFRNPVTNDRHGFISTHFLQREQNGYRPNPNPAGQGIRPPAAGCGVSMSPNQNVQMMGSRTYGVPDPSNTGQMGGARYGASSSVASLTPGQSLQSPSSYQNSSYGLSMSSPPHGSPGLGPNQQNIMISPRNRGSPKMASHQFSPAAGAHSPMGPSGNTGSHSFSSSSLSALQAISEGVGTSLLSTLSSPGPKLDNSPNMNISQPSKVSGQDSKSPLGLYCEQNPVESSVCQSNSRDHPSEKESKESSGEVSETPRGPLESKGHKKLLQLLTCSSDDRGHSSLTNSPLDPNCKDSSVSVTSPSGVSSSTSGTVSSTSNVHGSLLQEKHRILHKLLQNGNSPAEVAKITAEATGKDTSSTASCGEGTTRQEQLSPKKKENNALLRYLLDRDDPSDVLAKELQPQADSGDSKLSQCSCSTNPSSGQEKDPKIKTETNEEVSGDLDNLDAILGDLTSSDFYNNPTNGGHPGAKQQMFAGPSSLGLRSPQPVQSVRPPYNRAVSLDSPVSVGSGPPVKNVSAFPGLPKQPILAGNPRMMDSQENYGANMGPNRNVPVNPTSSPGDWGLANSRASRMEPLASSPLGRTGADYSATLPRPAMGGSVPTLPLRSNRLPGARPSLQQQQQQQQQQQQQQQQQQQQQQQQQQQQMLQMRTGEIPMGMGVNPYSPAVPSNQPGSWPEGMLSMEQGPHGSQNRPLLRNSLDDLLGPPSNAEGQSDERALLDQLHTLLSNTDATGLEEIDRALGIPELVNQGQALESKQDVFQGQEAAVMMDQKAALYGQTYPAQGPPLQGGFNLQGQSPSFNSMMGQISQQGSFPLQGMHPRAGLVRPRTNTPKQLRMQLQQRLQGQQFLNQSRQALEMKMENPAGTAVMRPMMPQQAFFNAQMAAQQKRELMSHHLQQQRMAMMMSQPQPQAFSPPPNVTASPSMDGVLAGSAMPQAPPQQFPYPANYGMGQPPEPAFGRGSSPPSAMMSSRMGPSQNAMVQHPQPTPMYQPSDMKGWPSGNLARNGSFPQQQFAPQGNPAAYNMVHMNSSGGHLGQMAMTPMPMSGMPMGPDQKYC
PHOSPHO1 block – PubChem AID 1565; Phosphoethanolamine/phosphocholine phosphatase (Homo sapiens), Q8TCT1; recombinant PHOSPHO1, absorbance phosphatase assay; inhibition, % at 13.3 µM; 1.1% of 290,000 active; in the data active = inhibition above about 60%
IDE inh – human IDE inhibitors in live cells, primary screen, fluorescence polarization, HEK cells, FAbetaB substrate; AID 434962, 2010; FAbetaB cleavage; Insulin-degrading enzyme (Homo sapiens), P14735; inhibition, % at 5.59 µM; 0.41% of 320,000 active;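 active = percent inhibition above the average of all tested compounds plus 3 SD, set per screening campaign, cut at about 16% in these data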;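 note: IDE supplied by intact live HEK cells; FP after avidin binding of uncleaved biotin substrate so inhibition keeps polarization high; 0% = DMSO wells and 100% = 60 µM reference IDE inhibitor Ii1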
MEKK3 PB1 HTS – modulators of MEKK3-MEK5 PB1 binding, primary screen, biochemical, wildtype MEKK3, multiplex bead flow cytometry, Alexa488-MEK5 | Mitogen-activated protein kinase kinase kinase 3 (Homo sapiens), Q99759 | bead-based flow cytometry, Alexa488-MEK5 binding to MEKK3; actives lie on both sides; 0 = blocked by unlabeled MEK5, 100 = vehicle | binding response (% of control), % at 10 µM | 1.4% of 290,000 active;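 active = binding response more than 3 SD above or below the average of its plate-row segment, actives on both sides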;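 note: Alexa488 bead fluorescence after subtracting the streptavidin-only scavenger bead signal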
Active calls of the source: *; nt = not tested or not shown. Only part of the results is shown; rates above refer to the full screens.

Start of the listing, in advance (three entries):
mol	pCIP destab	PHOSPHO1 block	IDE inh	MEKK3 PB1 HTS
C#CCOCCOCCOCCNc1nc(N2CCN(C(=O)CCCCCCCCCCNC(=O)[C@H](CO)n3cc(CCCCCN)nn3)CC2)nc(N2CCN(C(=O)CCCCCCCCCCNC(=O)[C@H](CCCN=C(N)N)n3cc(C[C@@H](C)CC)nn3)CC2)n1	nt	nt	-5	nt
O=C(OC[C@H]1O[C@@H](OC(=O)c2cc(O)c(O)c(OC(=O)c3cc(O)c(O)c(O)c3)c2)[C@H](OC(=O)c2cc(O)c(O)c(OC(=O)c3cc(O)c(O)c(O)c3)c2)[C@@H](OC(=O)c2cc(O)c(O)c(OC(=O)c3cc(O)c(O)c(O)c3)c2)[C@@H]1OC(=O)c1cc(O)c(O)c(OC(=O)c2cc(O)c(O)c(O)c2)c1)c1cc(O)c(O)c(OC(=O)c2cc(O)c(O)c(O)c2)c1	nt	nt	-6	nt
C#CCOCCOCCOCCNc1nc(N2CCN(C(=O)CCCCCCCCCCNC(=O)[C@H](CO)n3cc(CCCSC)nn3)CC2)nc(N2CCN(C(=O)CCCCCCCCCCNC(=O)[C@@H]([C@H](C)O)n3cc(C)nn3)CC2)n1	nt	nt	0	nt

Results, from the start:
mol	pCIP destab	PHOSPHO1 block	IDE inh	MEKK3 PB1 HTS
C#CCOCCOCCOCCNc1nc(N2CCN(C(=O)CCCCCCCCCCNC(=O)[C@H](CO)n3cc(CCCCCN)nn3)CC2)nc(N2CCN(C(=O)CCCCCCCCCCNC(=O)[C@H](CCCN=C(N)N)n3cc(C[C@@H](C)CC)nn3)CC2)n1	nt	nt	-5	nt
O=C(OC[C@H]1O[C@@H](OC(=O)c2cc(O)c(O)c(OC(=O)c3cc(O)c(O)c(O)c3)c2)[C@H](OC(=O)c2cc(O)c(O)c(OC(=O)c3cc(O)c(O)c(O)c3)c2)[C@@H](OC(=O)c2cc(O)c(O)c(OC(=O)c3cc(O)c(O)c(O)c3)c2)[C@@H]1OC(=O)c1cc(O)c(O)c(OC(=O)c2cc(O)c(O)c(O)c2)c1)c1cc(O)c(O)c(OC(=O)c2cc(O)c(O)c(O)c2)c1	nt	nt	-6	nt
C#CCOCCOCCOCCNc1nc(N2CCN(C(=O)CCCCCCCCCCNC(=O)[C@H](CO)n3cc(CCCSC)nn3)CC2)nc(N2CCN(C(=O)CCCCCCCCCCNC(=O)[C@@H]([C@H](C)O)n3cc(C)nn3)CC2)n1	nt	nt	0	nt
COC(=O)c1c(-c2ccc(OC)cc2)sc2ccccc12	nt	nt	5	nt
Nc1ncn(C2O[C@H](CO)[C@@H](O)[C@H]2O)c(=O)n1 (stereo partly specified)	nt	nt	-1	nt
CNC[C@@H]1Oc2ccc(NC(=O)Nc3cccc4ccccc34)cc2C(=O)N([C@@H](C)CO)C[C@@H]1C	nt	nt	8	nt
O=C(NCc1cc(C(F)(F)F)ccc1Cl)c1cccc2c1C(=O)c1ccc(-c3ccc(OC(F)(F)F)cc3)cc1S2(=O)=O	nt	nt	3	nt
COc1ccc2[nH]c(=O)c(-c3nnn(-c4ccc(Cl)c(Cl)c4)n3)cc2c1	nt	nt	0	99
Cc1cc(-c2cc(C(=O)Nc3ccccc3)on2)nc(NC2CCCC2)n1	nt	nt	-3	104
CO[C@H]1O[C@@H]2O[C@@]3(C)CC[C@H]4[C@H](C)CC[C@@H]([C@H]1C)[C@@]24OO3	nt	nt	-1	103
Nc1ccc(O)cc1	nt	nt	1	102
CCCCC[C@H](O)/C=C/[C@H]1[C@H](O)CC(=O)[C@@H]1CCCCCCC(=O)O	nt	nt	3	110
CC1(OC(=O)C2CCCC2)C(=O)C=C2C=C(C3CC3)OC=C2C1=O (stereo unspecified)	nt	nt	5	98
CC(C)=CCc1c(O)c(CC=C(C)C)c2c(c1O)-c1cc(O)c(O)cc1CC2	nt	nt	3	99
N=c1c(-c2nc3ccccc3[nH]2)cc(C(=O)c2cccs2)nn1-c1ccc(Cl)cc1	nt	nt	0	95
CC1(C)CC[C@]2(CO)[C@@H](O)C[C@]3(C)C(=CCC4[C@@]5(C)CC[C@H](O)C(C)(C)C5CC[C@]43C)[C@@H]2C1 (stereo partly specified)	nt	nt	1	102
CC1(O)C(=O)C=C2C=C(C3CC3)OC=C2C1=O (stereo unspecified)	nt	nt	0	90
NC1CCN(c2cccc(Cl)n2)CC1	nt	nt	-1	105
Cc1ccc(Oc2ccc(OCC(=O)OC3CCS(=O)(=O)C3)cc2)cc1 (stereo unspecified)	nt	nt	6	108
CCC/C=C(\CCC)C(NC(=O)CCc1ccccc1)c1ccc(C(F)(F)F)cc1 (stereo unspecified)	nt	nt	1	99
O=C1c2cccc3c2[C@H](CCC3)CN1[C@@H]1CN2CCC1CC2	nt	nt	2	106
CN(C)CCc1c[nH]c2ccc(Cn3cncn3)cc12	nt	nt	2	109
CC1(OC(=O)CCc2ccccc2)C(=O)C=C2C=C(C3CC3)OC=C2C1=O (stereo unspecified)	nt	nt	2	89
CC1(OC(=O)C2CCCC2)C(=O)C=C2C=C3CCCN3C=C2C1=O (stereo unspecified)	nt	nt	-3	102
O=C(CN1C(=O)C2CCCN2C(=O)c2ccccc21)Nc1ccccc1-n1cccc1 (stereo unspecified)	nt	nt	2	105
CC(C)(C)OC(=O)NCCCCC1=CC2=CC(=O)C(C)(OC(=O)c3ccco3)C(=O)C2=CO1 (stereo unspecified)	nt	nt	-4	99
CC(C)(C)OC(=O)NCCCC1=CC2=CC(=O)C(C)(OC(=O)c3ccco3)C(=O)C2=CO1 (stereo unspecified)	nt	nt	4	93
CN(CCCN1c2ccccc2CCc2ccccc21)CC(=O)c1ccc(Cl)cc1	nt	nt	-1	107
COC/C=C/C1=CC2=CC(=O)C(C)(OC(=O)c3cnc4ccccc4n3)C(=O)C2=CN1c1cccc(C#N)c1 (stereo unspecified)	nt	nt	1	96
COC/C=C/C1=CC2=CC(=O)C(C)(OC(=O)c3cnc4ccccc4n3)C(=O)C2=CN1CCc1c[nH]c2ccccc12 (stereo unspecified)	nt	nt	-1	93
CC(O)(CC(=O)O)CC(=O)O	nt	nt	-1	103
CC(Oc1ccccc1)C(=O)N1CCC2(CC1)Oc1ccc(Cl)cc1C(=O)C21CC(c2ccccc2)=NO1 (stereo unspecified)	nt	nt	3	103
CC(C)(C)OC(=O)NCCCC1=CC2=CC(=O)C(C)(OC(=O)C3CCCC3)C(=O)C2=CO1 (stereo unspecified)	nt	nt	4	99
Cc1ccc(C(=O)n2nnc3ccccc32)cc1	nt	nt	2	104
O=C(C1CCC1)N1CCc2cc(S(=O)(=O)N3CCc4ccccc4C3)ccc21	nt	nt	-4	101
CCOC(=O)O[C@]1(C(=O)OCCl)CC[C@H]2[C@@H]3CCC4=CC(=O)C=C[C@]4(C)[C@H]3[C@@H](O)C[C@@]21C	nt	nt	-1	98
CCOC(=O)C1Nc2c(F)cc(C)cc2C2C=CCC12 (stereo unspecified)	nt	nt	1	100
CCN(CC)CCNc1ncnc2c1[nH]c1ccc(OC)cc12	nt	nt	-1	103
CC1(OC(=O)c2ccco2)C(=O)C=C2C=C(c3ccsc3)OC=C2C1=O (stereo unspecified)	nt	nt	12	96
CC(C)(C)OC(=O)NCCCC1=CC2=CC(=O)C(C)(O)C(=O)C2=CO1 (stereo unspecified)	nt	nt	-2	104
CC1=C(/C=C/C(C)=C/C=C/C(C)=C/C=C/C=C(C)/C=C/C=C(C)/C=C/C2=C(C)CCCC2(C)C)C(C)(C)CCC1	nt	nt	-1	105
COc1cccc(NC(=O)c2cc3cccc(OC)c3o/c2=N\O)c1	-8	nt	6	96
O=C1Nc2ccc(Br)cc2/C1=C/c1ccc(C(=O)O)cc1	-9	nt	2	96
Cc1ccc2c(c1)C1C=CCC1C(C(=O)O)N2 (stereo unspecified)	-8	46	-2	nt
COc1ccc(S(=O)(=O)N2CCCCCC2)cc1C(=O)OCC(=O)Nc1cc(C)on1	-11	-5	13	nt
Fc1ccc2[nH]c3c(N4CCN(C5CCCCC5)CC4)ncnc3c2c1	-9	9	20*	nt
CCOC(=O)N1CCN(C(=O)c2nn(-c3cc(OC)cc(OC)c3)c(=O)c3ccccc23)CC1	-5	-7	-2	nt
CC(C)c1ccc(/C=C/C(=O)NC2=NCCS2)cc1	1	21	2	nt
CC(=O)Nc1nc2c(c3c1c(=O)oc1ccccc13)CCCCC2	2	-26	-1	nt
COC(=O)c1ccccc1S(=O)(=O)N(Cc1cc2cc3c(cc2[nH]c1=O)OCO3)C1CCCCC1	-5	0	0	nt

Next results:
mol	pCIP destab	PHOSPHO1 block	IDE inh	MEKK3 PB1 HTS
CCN1CCN(CCNC(=O)C2CCN(Cc3nc(-c4ccc(Cl)cc4)oc3C)CC2)CC1	-6	7	1	nt
Oc1c(C(c2cccs2)N2CCN(c3ccccc3)CC2)ccc2cccnc12 (stereo unspecified)	-40	69*	10	nt
CCOC(=O)c1[nH]c2cc3c(cc2c1NC(=O)CN1CCCCC1C)OCO3 (stereo unspecified)	0	16	-3	nt
O=c1c2ccc([N+](=O)[O-])c3cccc(c32)c2nc3ccccc3n12	4	2	-2	nt
O=C(O)c1cccnc1SC1CC(=O)N(c2cccc3ccccc23)C1=O (stereo unspecified)	-26	53	0	nt
CCOC(=O)c1c(C)[nH]c(C(=O)Nc2ccc3c(c2)OCO3)c1C	-6	-9	4	nt
Cc1cccc(N2CCN(S(=O)(=O)c3ccc4[nH]c(=O)c(=O)[nH]c4c3)CC2C)c1 (stereo unspecified)	-3	-16	-3	nt
Cc1ccc(C2=[N+]([O-])C3(CCCCC/C3=N\NC(N)=S)N(O)C2(C)C)o1 (stereo unspecified)	-15	16	1	nt
Cc1nc(N2CCN(c3ccccc3)CC2)[nH]c(=O)c1Cc1cccc2ccccc12	-1	-5	-6	nt
O=C(COc1cccc2ccccc12)Nc1cc(S(=O)(=O)N2CCOCC2)ccc1N1CCOCC1	-5	-21	8	nt
Cc1noc(C)c1S(=O)(=O)NCCCN1CCN(Cc2ccccc2)CC1	-14	15	-5	nt
COc1ccccc1/C=N/NC(=Nc1ccc(C)cc1)c1nc2ccccc2s1	-1	38	-3	nt
Cc1nc2c3ccccc3n(CCN3CCCCC3)c2s1	-11	32	2	nt
Cc1coc2cc3oc(=O)c4c(c3cc12)CCC4	1	16	5	nt
O=[N+]([O-])c1cc(C(F)(F)F)ccc1N/N=C/c1cc2ccccc2nc1Cl	8	7	3	nt
Cc1ccc2nc(-c3ccccc3)nc(SC(C)C(=O)NCc3cccs3)c2c1 (stereo unspecified)	2	-18	1	nt
CCc1cc2c(=O)c(-c3nc4ccccc4n3C)c(C)oc2c(CN2CCN(C)CC2)c1O	-2	-6	-9	nt
COc1cc(NC(=O)c2cc(-c3cccnc3)nc3ccc(C)cc23)c(OC)cc1Cl	-6	7	-15	nt
CCCOc1ccc2oc(=O)c3c(c2c1)CCCN3C(=O)CN1CCN(C(=O)c2ccco2)CC1	6	-8	-4	nt
CCOC(=O)c1cnc(SCC(=O)Nc2ccc(N3CCOCC3)cc2)nc1N	-4	16	1	nt
COc1ccc2cc(/C=C/C(=O)c3ccco3)c(Cl)nc2c1	4	12	5	nt
Cc1cccc(-n2c(SCc3cc(=O)n4c(C)cccc4n3)nc3[nH]ncc3c2=O)c1	-4	-4	5	nt
CCOC(=O)c1sc(NC(=O)/C=C/c2cnn(C)c2C)c(C(=O)OCC)c1C	-13	4	6	nt
O=C(CSc1nnc2c3ccccc3c3ccccc3c2n1)Nc1ccccc1	7	-106	2	nt
CC(=O)c1ccccc1NC(=O)CSc1nnc2ccccn12	-2	5	2	nt
COc1cccc(-c2nnc3sc(-c4ccc(C)cc4)nn23)c1	-14	8	1	nt
Cc1ccc(OCc2nnc(NC(=O)OCC(C)C)s2)c(C)c1	8	22	-7	nt
c1ccc(C2CCC(N3CCC(N4CCCCC4)CC3)CC2)cc1 (stereo unspecified)	8	19	4	nt
CCOC(=O)c1cc(-c2ccc(Cl)cc2)nc2onc(C)c12	-2	9	1	nt
COCCCn1c2nc3ccccc3nc2c2c(=O)n(Cc3cccs3)cnc21	-17	-3	-2	nt
CSc1nnc2n(Cc3ccccc3)c(=O)c3c4c(sc3n12)COC(C(C)C)C4 (stereo unspecified)	-8	5	6	nt
COc1ccc(OC)c(NC(=O)C2C3CCC(O3)C2C(=O)O)c1 (stereo unspecified)	-1	14	0	nt
Cc1ccc2occ(CN3CCN(Cc4ccccc4)CC3)c(=O)c2c1	-9	36	6	nt
CCCOc1ccc(C2C(C(=O)c3ccco3)=C(O)C(=O)N2CCN2CCOCC2)cc1OC (stereo unspecified)	-5	22	-1	nt
CCOC(=O)N1CCN(C(=O)CCn2c(=S)[nH]c3cc(OCC)c(OCC)cc3c2=O)CC1	-9	66*	-1	nt
CCC(C)n1c(-c2ccco2)nc2nc3ccccc3nc21 (stereo unspecified)	-25	24	6	nt
O=C(c1cccs1)[C@@H]1[C@@H]2C(=O)N(Cc3ccc4c(c3)OCO4)C(=O)[C@@H]2C2c3ccccc3C=CN21 (stereo partly specified)	-3	26	-2	nt
O=c1c2cc(Br)cc(Br)c2oc2nc3n(c(=O)c12)CCCS3	0	26	7	nt
Cc1cc(C)n2nc(SCc3cc(=O)oc4cc(C)c(C)cc34)nc2n1	-14	15	-1	nt
